Eya2 inh – Eya2 (human) phosphatase inhibition. Potency, µM (doses to about 76.9 µM), for the others: top-dose activity, negative = inhibition, hits mostly inhibitors. O00167. recombinant Eya2, OMFP fluorescence dephosphorylation (OMFP is methylfluorescein phosphate). actives 0.006% (n = 330,000). AID 488837; note: potency is the fitted concentration of half-maximal effect; % is set by controls: 0 for no effect and ±100 for the full control effect
Target sequence (O00167 whole entry, looked up): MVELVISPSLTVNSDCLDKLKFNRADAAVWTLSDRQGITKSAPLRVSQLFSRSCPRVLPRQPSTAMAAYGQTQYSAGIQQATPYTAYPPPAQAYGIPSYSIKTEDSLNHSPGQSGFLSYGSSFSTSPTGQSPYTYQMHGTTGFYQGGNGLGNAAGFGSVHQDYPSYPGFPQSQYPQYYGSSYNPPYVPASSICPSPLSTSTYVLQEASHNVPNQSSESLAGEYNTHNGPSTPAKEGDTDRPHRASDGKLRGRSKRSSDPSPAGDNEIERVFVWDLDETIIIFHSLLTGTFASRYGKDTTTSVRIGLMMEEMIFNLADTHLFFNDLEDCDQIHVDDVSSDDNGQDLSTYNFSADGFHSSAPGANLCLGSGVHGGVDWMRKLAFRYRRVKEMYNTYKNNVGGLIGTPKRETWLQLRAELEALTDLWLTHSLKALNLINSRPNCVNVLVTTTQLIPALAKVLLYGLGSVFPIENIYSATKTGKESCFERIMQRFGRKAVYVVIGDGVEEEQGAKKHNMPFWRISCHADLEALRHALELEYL
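Eya2 (0.2 uM) preincubated 10 min at ambient with compound, then OMFP substrate added at 50 uM; 10 min reaction in 50 mM HEPES pH 7.5, 50 mM NaCl, 5 uM MgCl2, 0.05% BSA, 1 mM DTT. Fluorescence read at Ex 485/Em 525 nm.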
MBNL1-CUG inh – inhibitors of human MBNL1 binding to CUG repeat RNA; actives 0.036% (n = 280,000); Q9NR56; AID 2675; Potency, µM (highest dose often 57.5 µM), for the others: top-dose activity change, negative = inhibition, usual class: inhibitors; TR-FRET MBNL1-His/biotin-(CUG)12 binding, 665/545 ratio; active = well fitted inhibition curve with a large enough effect in the signal ratio, with a control signal flat, not every such curve was filed as active; inconclusive = small, poorly fitted or top-dose-only effect, or effect the other way, or a change in a side signal; inactive = no such curve, though single readings can be large or run the other way; the % refers to the signal ratio; note: potency is the fitted concentration of half-maximal effect; % is set by controls: 0 for no effect and ±100 for the full control effect
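TR-FRET between His-tagged MBNL1 and biotin-(CUG)12 RNA, detected with Tb anti-His antibody (0.055 ng/ul) and streptavidin-XL665 (5 nM), 60 min at room temperature. Compounds titrated 92 nM to 58 uM; 665/545 nm ratio normalized to buffer and complex controls.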
BCR signal inh – inhibitors of chronic active B-cell receptor signaling | ABC-DLBCL IkBa-CBG/CBR reporter, luminescence ratio, 4 h | Potency, µM (top dose mostly 46.1 µM), for inactives: top-dose ratio change, negative = lower green/red ratio, actives largely listed as inhibitors | actives 0.05% (n = 340,000); active = well fitted inhibition curve with a large enough effect in the signal ratio, with a control signal flat, not every such curve was filed as active; inconclusive = small, poorly fitted or top-dose-only effect, or effect the other way, or a change in a side signal; the % refers to the signal ratio;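 note: potency is the fitted concentration of half-maximal effect; plate controls were basal doxycycline-induced cells for no effect and cells given 10 µM MG132 for full effect; MG132 reads +100%, hits lower the ratio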
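Cell line TMD8 (human ABC DLBCL), stably expressing tet-inducible CBG68-IkBa fusion and CBR; IMDM/0.5% FBS; cpd up to 46 uM; dox induction, 4 h, 37C/5% CO2; dual luminescence; green/red ratio; MG132 control.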
S-ASM inh – blocks human secretory acid sphingomyelinase | P17405 | placental ASM, HMU-PC fluorogenic substrate, 60 min | Potency, µM (titrated, usually from 57.5 µM), for the others: top-dose activity change, negative = inhibition, hits mostly inhibitors | actives 0.006% (n = 340,000) | AID 504937; note: potency is the fitted concentration of half-maximal effect
Target sequence (P17405 47-631 limits assumed): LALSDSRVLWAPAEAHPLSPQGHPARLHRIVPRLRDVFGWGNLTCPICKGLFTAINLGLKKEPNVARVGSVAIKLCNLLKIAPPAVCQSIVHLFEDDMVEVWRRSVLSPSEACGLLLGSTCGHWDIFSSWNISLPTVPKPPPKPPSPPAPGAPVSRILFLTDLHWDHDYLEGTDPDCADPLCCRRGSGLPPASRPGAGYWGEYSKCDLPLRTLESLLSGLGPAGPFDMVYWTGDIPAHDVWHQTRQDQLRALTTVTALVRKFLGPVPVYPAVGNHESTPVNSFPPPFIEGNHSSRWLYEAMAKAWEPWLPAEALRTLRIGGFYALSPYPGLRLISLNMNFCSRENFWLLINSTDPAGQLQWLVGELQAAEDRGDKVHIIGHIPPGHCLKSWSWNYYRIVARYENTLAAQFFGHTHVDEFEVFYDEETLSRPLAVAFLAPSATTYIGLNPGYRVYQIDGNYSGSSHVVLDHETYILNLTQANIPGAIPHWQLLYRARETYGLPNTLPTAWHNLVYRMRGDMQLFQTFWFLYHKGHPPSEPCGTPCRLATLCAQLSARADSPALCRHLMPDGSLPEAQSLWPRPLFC
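Fluorescence read-out (Ex 386 nm, Em 447 nm) after stopping the reaction at pH 10. Enzyme: ASM from human placenta; substrate HMU-PC0, 9 uM final; 60 min, 37 °C. Compound preincubation 10 min, ambient temperature.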
PKM2 act – PKM2 (human) enzyme activation. P14618. purified PKM2, Kinase-Glo ATP luminescence, activation; response scale: 0% is enzyme alone, no compound. Potency, µM (titrated, usually from 57.5 µM), for the others: at the top dose activation, usual class: activators. actives 0.34% (n = 260,000). AID 1631; note: potency is the fitted concentration of half-maximal effect; % is set by controls: 0 for no effect and ±100 for the full control effect; nearly all actives have a fitted effect of over 55% in size
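Kinase-Glo luminescence reports ATP generated from ADP (0.1 mM) and PEP (0.5 mM) by purified hPK-M2 after 1 h at room temperature, pH 7.2 imidazole buffer; intermediate enzyme activity allows detecting inhibitors and activators.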
Menin-MLL TR inh – menin-MLL binding inhibition, Texas Red mutant peptide; O00255; Menin + Texas Red MLL mutant peptide, fluorescence polarization; AID 1768; actives 0.23% (n = 270,000); Potency, µM (highest dose often 61.6 µM), without a hit: at the highest dose FP activity change, negative = inhibition, most hits filed as inhibitors; active = well fitted inhibition curve with a large enough effect in the polarisation, with a control signal flat, not every such curve was filed as active; inconclusive = small, poorly fitted or top-dose-only effect, or effect the other way, or a change in a side signal; inactive = no such curve, though single readings can be large or run the other way; the % refers to the polarisation; note: potency is the fitted concentration of half-maximal effect; % of control where 0% means no effect; many of its hits are not listed in these tables
GALK inhibitor – inhibitors of human galactokinase; P51570; Purified GALK, Kinase-Glo residual ATP luminescence; Potency, µM (doses to about 57.5 µM), without a hit: at the top dose activity change, negative = inhibition, actives largely listed as inhibitors; actives 0.007% (n = 270,000); AID 1868; note: potency is the fitted concentration of half-maximal effect; % is set by controls: 0 for no effect and ±100 for the full control effect
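The enzyme phosphorylates galactose (100 uM) using ATP (35 uM); inhibition is detected as higher residual ATP, quantified by bioluminescence after 1 h reaction at room temperature, pH 8.0.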
Mito fusion act – inhibitors of mitochondrial division or activators of mitochondrial fusion. S. cerevisiae fusion-defective mutant growth rescue, CellTiterGlo 48 h. Potency, µM (highest dose often 46.1 µM), for the others: at the top dose growth rescue (activation), hits mostly activators. actives 0.23% (n = 320,000);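 note: potency is the fitted concentration of half-maximal effect; % of control where 0% means no effect; nearly all actives have a fitted effect of over 45% in size; temperature-sensitive fusion mutants such as fzo1-1 at 37 °C on non-fermentable ethanol glycerol medium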
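Temperature-sensitive fusion-defective S. cerevisiae (e.g. fzo1-1, mgm1-5) were grown with compound in YPEG medium (3% ethanol, 3% glycerol) for 48 hours at 37C. Growth rescue was measured as viability by CellTiterGlo luminescence after 10 minutes at ambient.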
TSHR antag – human thyrotropin receptor antagonism; P16473; TSHR-expressing cells, TSH-stimulated cAMP HTRF, 2 h; active compounds read low; activity change, negative = inhibition, % at 11.5 µM; actives 0.2% (n = 330,000); AID 504810;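 active = activity change below a set negative limit, meaning inhibition stronger than a set level, cut at about -70% in these data; inconclusive = activity change between two set negative limits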; note: % is set by controls: 0 for no effect and ±100 for the full control effect
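Competitive HTRF cAMP read-out (cryptate anti-cAMP antibody, cAMP-d2; 30 min, room temperature) in freshly harvested TSHR cells. Compounds added before TSH at EC80 (4nM final), followed by 2 hours' incubation at 37 deg C.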
USP2a inh – USP2a (human) protease inhibition. Potency, µM (highest dose often 38.3 µM), inactives show at the top dose activity change, negative = inhibition, most hits filed as inhibitors. O75604. actives 0.01% (n = 330,000). USP2 core, Ub-CHOP2 coupled fluorogenic reporter, 485/531;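 note: potency is the fitted concentration of half-maximal effect; plate controls were DMSO wells for no effect and full inhibition by NEM control for full effect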
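Deubiquitinase activity read as fluorescence (485/531 nm) after Ub-CHOP2 cleavage activates the enterokinase reporter on its substrate; USP2 core 10nM, Ub-CHOP2 and substrate 25nM each, 30min compound preincubation then 60min RT; data normalized to NEM, curves fitted.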
hERG WT inh – inhibitors of human wildtype KCNH2 potassium channel; U2OS, BacMam KCNH2, thallium flux FluxOr; active compounds read low; activity change, % at 1.84 µM; actives 0.37% (n = 340,000); AID 720551;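 active = maximum activity change below -70%; inconclusive = maximum activity change between -70% and -50%; inactive = maximum activity change above -50%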; note: % is set by controls: 0 for no effect and ±100 for the full control effect
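U2OS cells transduced with wild-type KCNH2 virus are loaded with FluxOr dye for 45 min, and thallium flux is measured in kinetic reads before and after stimulation buffer. Rate constants are normalized to DMSO controls.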
* hit, by the source's call; ? = inconclusive; · = no result given; [ ] = remark or other dose. Unless noted, calls come from the whole dose curve; as a rule, active = well fitted curve in the direction sought with a large enough effect; inconclusive = small, poorly fitted or top-dose-only effect, or another doubt; inactive = no such curve, though single readings can be large; an effect the other way counts as inactive or inconclusive.

SMILES	Eya2 inh	MBNL1-CUG inh	BCR signal inh	S-ASM inh	PKM2 act	Menin-MLL TR inh	GALK inhibitor	Mito fusion act	TSHR antag	USP2a inh	hERG WT inh
Cc1ccc(C(c2nnnn2C(C)(C)C)N2CCN(C3CCCC3)CC2)cc1 (configuration not stated)	12.6%	-0.2%	-1.5%	2.5%	0.0%	-7.8%	-3.8%	-3.2%	13.4	-0.3%	-0.2
O=C(Nc1cccnc1)c1cccc([N+](=O)[O-])c1	-14.6%	?	-0.1%	2.0%	-2.9%	8.8%	-2.7%	6.0%	-9.6	5.8%	-10.2
COc1ccc(N2CCN(C(=O)c3ccc4c(c3)NC(=O)C(CSCc3c(F)cccc3Cl)N4)CC2)cc1 (configuration not stated)	-2.7%	14.0%	-11.4%	·	-0.1%	?	-3.3%	4.5%	-8.5	-6.9%	·
C=CCn1cnc2c(NCc3ccccc3)ncnc21	6.0%	-10.8%	?	0.9%	6.9%	-18.3%	-0.7%	-6.1%	3.0	-2.1%	1.6
Cc1ccc(C(=O)N2CCN(c3ncccn3)CC2)o1	-1.4%	-28.4%	11.7%	-1.1%	-3.2%	1.0%	-4.4%	2.1%	-15.8	1.7%	-9.6
COc1ccc2c(C=O)c[nH]c2c1	6.8%	·	-2.0%	-0.1%	3.9%	3.6%	0.6%	1.6%	8.7	6.2%	-2.0
Cc1ccc(NC(=O)C2=C(O)c3sccc3N(C)S2(=O)=O)cc1	-16.8%	?	?	0.3%	-3.8%	25.0%	-6.6%	0.7%	-1.4	0.9%	4.3
Nc1ncc2c(n1)CC(c1ccco1)CC2=O (configuration not stated)	-17.6%	4.9%	-1.9%	5.6%	22.7%	-16.5%	-0.3%	1.0%	-8.6	-1.1%	3.8
COc1ccc(CNC(=O)CNC(=O)[C@@H]2Cc3ccccc3CN2)cc1	5.6%	-3.9%	-1.4%	3.4%	·	·	7.6%	0.9%	3.3	1.5%	-3.5
CCCc1nnc(NC(=O)Cn2cnc3ccccc3c2=O)s1	4.7%	-4.9%	-7.3%	0.3%	-2.2%	?	3.1%	-1.1%	12.0	3.0%	-6.9
CCOc1ccc(-c2nnn(CC(=O)N3CCCC(C)C3)n2)cc1 (configuration not stated)	-13.9%	1.0%	-0.4%	1.8%	3.2%	?	0.3%	0.2%	-2.4	-3.3%	0.8
Cc1nc(N2CCc3ccccc3C2)[nH]c(=O)c1Cc1ccccc1	1.0%	-13.0%	14.2%	-0.8%	8.0%	-4.5%	-0.5%	11.3%	27.9	-5.9%	4.3
COc1ccc2cc(C(=O)N/N=C/c3sc4ccccc4c3O)ccc2c1	26.3%	?	?	-13.9%	0.8%	?	·	5.1%	2.7	18.5%	-6.6
Cc1nc2cc(-c3ccccc3)ccc2o1	19.1%[15.4 µM]	5.6%	0.1%	-2.6%	-3.0%	-20.3%	2.4%	-3.5%	27.8	1.4%	-7.2
Cc1cc(C)c2c(C)c(C(=O)NCc3ccc(S(N)(=O)=O)cc3)oc2c1	1.7%	28.2%	-8.0%	-1.8%	0.5%	?	-0.6%	5.1%	9.5	-1.9%	0.5
O=C(Cc1ccccc1)NC1c2ccccc2-c2ccccc21	-5.5%	-13.1%	-3.9%	-8.3%	-19.9%	-10.8%	0.5%	2.9%	-5.8	-2.8%	-1.8
COC(=O)/C(=N/Nc1ccccc1)N1CCCc2ccccc21	-9.5%	-2.1%	4.5%	-18.3%	-0.5%	19.8%	-0.5%	23.2%	-1.0	-2.0%	-4.1
COc1cc(/C=C/C(=O)OCC(=O)N(C)C2CCS(=O)(=O)C2)ccc1OC(F)F (configuration not stated)	10.6%	?	?	-0.3%	-2.9%	·	-3.7%	-1.7%	1.9	1.0%	-11.4
O=C(NC1CCCC1)c1cc2nc(-c3ccco3)cc(C(F)(F)F)n2n1	-3.8%	?	-0.1%	·	-4.3%	-7.7%	12.8%	24.3%	-12.7	6.1%	5.1
Cc1ccc(C(=O)NNC(=O)C2CCN(C(=O)OC(C)(C)C)CC2)cc1	-9.0%	-4.3%	5.0%	2.0%	·	11.1%	1.2%	?	14.4	1.6%	-3.1
Cc1cccc2cc3c(N)c(C(=O)Nc4ccc(N5CCOCC5)cc4)sc3nc12	-3.8%	-1.3%	9.9%	?	-0.6%	?	-4.1%	-1.1%	-31.2	2.7%	-12.6
CCCNC(=O)COC(=O)c1ccccc1OCc1ccc(Cl)cc1	-3.1%	-16.0%	5.2%	-2.1%	0.3%	-15.5%	2.8%	18.5%	-6.9	1.7%	-9.7
O=Cc1cn(CC(=O)N2CCc3ccccc32)c2ccccc12	8.4%	3.7%	1.7%	-3.2%	-1.7%	-11.2%	11.3%	-25.9%	7.9	-0.1%	13.8
CC(C)(C)NC(=O)/C(=C\c1ccco1)NC(=O)c1ccco1	-4.1%	10.1%	-1.5%	-0.7%	·	-15.1%	2.7%	0.0%	2.4	0.8%	-4.3
Cn1cc(CN2CCC(N3CCNC(=O)CC3)CC2)c(-c2ccccc2F)n1	-2.4%	-6.8%	6.0%	4.3%	-0.8%	3.6%	-2.4%	0.5%	11.9	-0.7%	-5.0
N#CC1(NC(=O)CSc2nc3ccc([N+](=O)[O-])cc3s2)CCCCC1	-25.6%	·	-2.9%	-3.3%	·	·	·	5.4%	-2.2	-0.4%	-7.9
CCn1c(C)c(Br)c(=O)c(C(=O)OC)c1-c1ccc(Cl)cc1	-0.3%	-13.7%	4.7%	4.3%	·	-23.3%	1.9%	-12.2%	-0.7	1.1%	5.0
CC(C)c1onc(C(=O)NCc2ccccc2)c1[N+](=O)[O-]	-4.1%	8.1%	6.5%	5.1%	-2.3%	-5.4%	·	0.1%	1.9	1.3%	28.1
O=C1COc2ccc(S(=O)(=O)N3CCC(C(=O)NCc4ccccc4)CC3)cc2N1	-4.4%	3.5%	0.0%	-2.5%	·	·	-6.1%	1.3%	-1.7	-1.3%	7.2
C=CCSc1nc2ccccc2n1C(=O)/C=C/c1cc(OC)c(OC)c(OC)c1	5.1%	-6.3%	?	-9.1%	7.7%	-15.9%	-4.9%	-15.7%	-8.1	-1.8%	-11.7
COc1ccc(OC)c(NC(=O)CCN2CCN(c3ccccc3F)CC2)c1	-44.2%	-2.7%	-5.5%	1.4%	-4.2%	-0.7%	-1.6%	2.0%	25.7	-5.8%	26.1
COc1ccc(CCNC(=O)CCSc2nc(-c3ccco3)cc(C(F)(F)F)n2)cc1	-1.6%	3.8%	2.4%	-0.7%	-9.6%	?	1.7%	-1.1%	19.9	-2.6%	-7.5
CCOc1cc(NC(=O)c2ccco2)c(OCC)cc1NC(=O)c1ccco1	12.4%	-0.2%	0.0%	64.6%[activator]	·	·	-2.4%	-4.0%	-9.6	3.4%	4.1
COc1ccc(CNC(=O)CCC(=O)N2CCN(C(C)=O)CC2)cc1	4.2%	2.1%	-0.9%	-3.3%[11.5 µM]	·	-1.6%	-1.6%	-6.3%	-8.1	1.5%	-4.0
O=C(NC1C/C(=N/O)c2cc3c(cc21)OCO3)C(F)(F)F (configuration not stated)	-16.7%	15.5%	-3.6%	-2.0%	0.3%	14.8%	-0.6%	1.0%	0.1	0.8%	-1.4
Cc1ccc2c(c1)N(C(=O)CCC(=O)NCc1cccnc1)CCO2	8.5%	-8.5%	-0.5%	5.9%	-2.3%	-9.0%	·	-1.4%	1.0	1.4%	-10.8
Cn1cc(C=C2C(=O)CC(C)(C)CC2=O)c2ccccc21	4.2%	-4.0%	0.8%	2.2%	6.7%	8.5%	-2.8%	-3.8%	-0.2	3.1%	18.9
CC(C)(C)c1ccc(C(=O)NCCOc2ccccc2)cc1	-2.8%	-2.1%	?	-2.9%	-1.7%[11.5 µM]	-26.6%	5.3%	-1.8%	-17.0	-7.2%	-1.5
COc1ccc(/C=c2/sc3n(c2=O)NC2(c4ccccc4)N(C)C(=O)N(C)C2(c2ccccc2)N=3)cc1 (configuration not stated)	0.7%	-17.9%	-3.2%	-2.4%	-6.6%	-2.9%	1.3%	2.5%	6.5	-1.1%	-5.5

Only part of the results is shown; the hit share may differ from the screen's.
